Bioassay records as filed in PubChem BioAssay.
D2 agonist: agonists of human D2 dopamine receptor | P14416 | HEK293 T-REx D2 cells, calcium flux agonist mode | activation, % at 2 µM | hit rate 0.53% among 340,000 | AID 485358;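 active means activation over 3 SD above normal in the single-dose calcium agonist read, cut at about 30% in these data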; further: 0% is about no effect
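Calcium-flux readout, 1 cycle/sec over 180 s following compound pin transfer, in inducible HEK293 Trex D2 cells (force-coupled); dopamine controls included. Positive calcium responses during this window marked compounds as potential agonists.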
TRHR PAM: allosteric enhancers of human TRH receptor; hit rate 0.66% among 360,000; AID 493056; enhancement, % at 2 µM; TRHR cells, fluo-8 calcium fluorescence, EC20 TRH enhancement; in the data active means enhancement above about 30%; further: 0% is about no effect
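TRHR-expressing cells loaded with fluo-8 calcium dye were read kinetically (ex 480/em 530) during compound addition, then stimulated with an EC20 of TRH (10 nM final). Enhancement of the Gq-mediated intracellular calcium response was scored.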
D2 antag: antagonizes the human D2 dopamine receptor | HEK293 TREx D2 cells, calcium flux, dopamine EC80 | AID 485344 | inhibition, % at 10 µM | hit rate 2% among 340,000; in the data active means inhibition above about 30%; further: 0% is about no effect
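Dopamine at EC80 is the agonist stimulus; test compounds precede it by 180 s. Calcium flux read kinetically in a force-coupled, inducible HEK293 T-REx D2 cell line.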
TrxR1 substrate: rat thioredoxin reductase 1 substrate activity | O89049 | purified TrxR1 substrate turnover, NADPH consumption readout | Potency, µM (titrated, usually from 114 µM), inactives show at the highest dose activity change, negative = substrate turnover | hit rate 0.01% among 390,000 | AID 588456; further: potency means the concentration at half of the fitted maximal effect; on the % scale 0 is the no-effect control and ±100 the full control effect; nearly all actives have a fitted effect of over 50% in size
Target sequence (O89049 whole entry, looked up): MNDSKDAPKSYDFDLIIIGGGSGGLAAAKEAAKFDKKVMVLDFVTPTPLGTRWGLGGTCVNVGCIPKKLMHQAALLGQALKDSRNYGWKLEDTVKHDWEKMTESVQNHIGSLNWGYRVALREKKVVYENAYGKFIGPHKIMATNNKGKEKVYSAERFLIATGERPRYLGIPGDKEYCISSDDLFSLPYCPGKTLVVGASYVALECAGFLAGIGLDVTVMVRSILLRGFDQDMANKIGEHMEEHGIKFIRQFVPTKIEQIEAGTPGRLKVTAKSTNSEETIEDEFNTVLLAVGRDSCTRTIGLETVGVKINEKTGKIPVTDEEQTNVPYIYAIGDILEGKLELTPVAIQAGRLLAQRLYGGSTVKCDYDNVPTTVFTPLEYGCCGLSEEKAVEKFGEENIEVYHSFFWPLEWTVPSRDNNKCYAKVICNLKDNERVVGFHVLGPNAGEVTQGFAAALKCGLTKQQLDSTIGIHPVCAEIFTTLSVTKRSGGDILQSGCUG
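Rat TrxR1, dispensed at 90 nM, was prereduced with 400 uM NADPH (final) for 5 min at ~22 deg C, then incubated with compound 15 min before 400 uM selenite. A first-read NADPH fluorescence drop versus no-compound background flagged substrates.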
PI4K2A block: PI4K2A (human) kinase inhibition | Q9BTU6 | purified PI4K2A, ADP-Glo luminescence, 1 h; active compounds read low | activity change, negative = inhibition, % at 76.9 µM | hit rate 0.13% among 420,000; in the data active means activity change below about -50%; inconclusive means mostly about -30% to -49%;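 further: -100% = wells without enzyme as full effect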
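In this quantitative HTS, ADP production by PI4K2A was quantified luminescently after 1 h at ambient temperature; 100 microM adenosine served as plate-quality control.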
TRHR agonist: activates the human TRH receptor; P34981; TRHR cells, calcium flux fluo-8, FDSS agonist mode; activation, % at 2 µM; hit rate 0.18% among 360,000; AID 493084; in the data active means activation above about 30%; further: 0% is about no effect
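Agonist-mode FDSS calcium read (Ex 480/Em 530, 1 s cycles) in 1536-well TRHR cells with fluo-8 dye, after 10-cycle baseline and 23 nL compound addition; TRH at EC20 (10 nM final) added afterwards for the enhancer phase.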
USP1-UAF1 inh: inhibitors of human USP1/UAF1 deubiquitinase; Potency, µM (top dose mostly 57.1 µM), for inactives: at the highest dose activity change, negative = inhibition, actives largely listed as inhibitors; O94782; recombinant USP1/UAF1, Ub-Rhodamine cleavage fluorescence; hit rate 0.23% among 390,000; further: potency means the concentration at half of the fitted maximal effect; on the % scale 0 is the no-effect control and ±100 the full control effect; nearly all actives have a fitted effect of over 60% in size; inactives centre near -12
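High-throughput fluorogenic screen: 1nM USP1/UAF1 complex, Ub-Rho substrate 150nM final, 50mM HEPES pH 7.8 with 0.5mM EDTA, 0.1 mg/ml BSA, 1mM TCEP and 0.01% Tween-20.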
IDH1 R132H inh: human IDH1 R132H inhibition | O75874 | IDH1-R132H enzyme, NADPH consumption, diaphorase/resazurin fluorescence | Potency, µM (highest dose often 76.6 µM), for the others: at the highest dose activity change, negative = inhibition, actives largely listed as inhibitors | hit rate 0.093% among 390,000; further: potency means the concentration at half of the fitted maximal effect; on the % scale 0 is the no-effect control and ±100 the full control effect; nearly all actives have a fitted effect of over 65% in size
Target sequence (O75874 whole entry R132H, stated change not applied): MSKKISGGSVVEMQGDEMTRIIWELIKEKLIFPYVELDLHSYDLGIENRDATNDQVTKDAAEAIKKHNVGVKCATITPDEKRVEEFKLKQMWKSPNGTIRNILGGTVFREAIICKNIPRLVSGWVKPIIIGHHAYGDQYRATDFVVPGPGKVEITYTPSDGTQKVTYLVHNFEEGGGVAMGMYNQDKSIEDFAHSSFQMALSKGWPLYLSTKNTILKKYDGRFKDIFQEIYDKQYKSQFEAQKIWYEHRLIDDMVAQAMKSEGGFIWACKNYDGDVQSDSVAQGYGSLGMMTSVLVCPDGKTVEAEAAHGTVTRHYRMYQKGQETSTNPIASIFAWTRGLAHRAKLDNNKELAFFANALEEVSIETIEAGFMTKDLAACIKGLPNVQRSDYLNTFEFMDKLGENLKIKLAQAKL
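IDH1-R132H (0.5 ug/mL dispensed) in pH 7.5 Tris buffer was preincubated 30 min with compound, then given a substrate mix of 0.016 mM NADPH and 2 mM alpha-KG for 80 min at room temperature; remaining NADPH was read by diaphorase/resazurin fluorescence.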
rTrxR1 inhibitor: inhibitors of rat thioredoxin reductase 1; O89049; recombinant rTrxR1, NADPH fluorescence consumption, selenite substrate; Potency, µM (series often up to 114 µM), without a hit: at the highest dose activity change, negative = inhibition, most hits filed as inhibitors; hit rate 1% among 390,000; further: potency means the concentration at half of the fitted maximal effect; on the % scale 0 is the no-effect control and ±100 the full control effect; nearly all actives have a fitted effect of over 65% in size
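Rat TrxR1 (90 nM in the dispensed reagent) was pre-reduced with 400 uM NADPH for 5 min at room temperature, then incubated with compound for 15 min. After 400 uM selenite was added, NADPH fluorescence (Ex 340/Em 450 nm) was followed for 8 min.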
Starred values were filed as active, the others as inactive; ? = inconclusive; nt = not tested or not shown; [ ] = remark or other dose. Unless noted, the call rests on the fitted dose curve; in most records, active means well fitted inhibition curve with a large enough effect; inconclusive means small, poorly fitted or top-dose-only effect; inactive means no such curve, though single readings can be large or run the other way. No enrichment for hits. Share with any hit: about 3.9%.

SMILES	D2 agonist	TRHR PAM	D2 antag	TrxR1 substrate	PI4K2A block	TRHR agonist	USP1-UAF1 inh	IDH1 R132H inh	rTrxR1 inhibitor
Cc1cc(C(=O)CCC(=O)NC(C)c2ccc(S(N)(=O)=O)cc2)c(C)s1 (stereo unspecified)	0.2	0	-11	0%	3	0.0	-6%	-2%	8%
CCCCCn1c(C(C)NC(=O)c2ccccc2)nc2ccccc21 (stereo unspecified)	nt	0	nt	9%[2.29 µM]	-1	-0.4	-9%	0%	29%
Cc1cc(C)n(-c2ccc(C(=O)O)cc2[N+](=O)[O-])n1	0.9	-9	-7	-6%	-6	0.0	-1%	3%	-8%
COc1cc(OC)cc(C(=O)NNC(=O)c2ccc3ccccc3n2)c1	0.4	-1	-2	-11%	7	-0.3	-8%	3%	-9%
c1ccc(CCc2nc(-c3cccnc3)no2)cc1	0.2	8	2	8%	0	-0.2	-16%	2%	10%
O=C(CSc1nnc(-c2ccco2)o1)NC1CCCCCC1	-1.3	-10	-5	-8%	8	0.5	10%	11%	-12%
Cc1[nH]n(-c2ccccc2)c(=O)c1C(c1cccc([N+](=O)[O-])c1O)c1c(C)[nH]n(-c2ccccc2)c1=O	4.2	1	3	-7%[57.1 µM]	-21	0.2	-8%	-15%	-24%[57.1 µM]
CC1(C)Cc2cccc(OCC(=O)N3CCN(c4cccc(C(F)(F)F)c4)CC3)c2O1	0.7	2	-23	-8%	3	0.7	-26%	8%	-5%
Cc1cccc(-n2ncc(C(=O)N3CCN(c4ccc(Cl)cc4)CC3)c2C2CCN(C(=O)OC(C)(C)C)CC2)c1	0.6	-6	nt	-4%	0	3.7	-24%	2%	5%
COc1ccc(-n2nc(C(=O)NCC(=O)NCc3ccco3)c3ccccc3c2=O)cc1	0.2	-8	5	-12%	-3	-0.6	-13%	0%	-19%
COc1ccccc1/C=C(/C(=O)OCC(=O)Nc1ccccc1C)c1ccccc1	0.2	3	15	-5%	-2	1.1	-12%	10%	2%
COCCn1c(SCC(N)=O)nnc1-c1c[nH]c2ccccc12	nt	4	nt	19%[57.1 µM]	2	-0.2	-2%	9%	38%[57.1 µM]
Cc1ccc2nc(Cl)c3cc(C(=O)NC4CCCCC4)sc3c2c1	0.0	-3	nt	2%	1	-0.1	12%	-10%	14%
COc1ccccc1Oc1coc2cc(O)ccc2c1=O	-0.5	-5	-6	43%	5	-0.2	4%	1%	5%[57.1 µM]
CC1CCC(NC(=O)C2c3ccccc3C(=O)N2CCCN2CCOCC2)CC1 (stereo unspecified)	-0.6	1	3	-11%	9	-0.2	-4%	-3%	-15%
COc1ccc(NC(=O)C2CCCN(S(=O)(=O)c3ccc4c(c3)CCCC(=O)N4)C2)c(OC)c1 (stereo unspecified)	nt	-11	nt	-6%	1	-0.7	-23%	-8%	-1%
CCC(CC)NC(=O)CN1CCN(S(=O)(=O)c2ccc(Br)s2)CC1	-0.8	-9	-4	-5%	-1	-0.3	-6%	0%	-1%
Cc1cccc(C)c1NC(=O)CN(C)C(=O)c1cccc(S(=O)(=O)N2CCN(C)CC2)c1	-0.2	4	-3	0%[57.1 µM]	1	0.1	-23%	-7%	1%[57.1 µM]
CCN(CC)CCCn1c(=S)[nH]c2ccc(Cl)cc2c1=O	0.2	-1	-24	5%	2	0.4	-14%	-3%	1%
Cc1ccc(C)c(S(=O)(=O)N(C(=O)c2ccncc2)c2ccc(OC(=O)c3ccncc3)cc2)c1	-2.1	1	-3	-5%	1	0.0	-15%	-4%	?
COC(=O)C(NC(=O)c1ccc(C)cc1)(Nc1cccc(C)n1)C(F)(F)F (stereo unspecified)	1.0	-5	9	-9%	5	-0.6	-18%	3%	-1%[57.1 µM]
COc1ccc(OCC(O)CNS(=O)(=O)c2cccc(Cl)c2)cc1 (stereo unspecified)	-2.9	7	-1	2%	8	-1.8	-29%	-10%	19%
O=C(COc1cccc(F)c1)NNC(=O)Cc1ccc(Br)cc1	0.9	2	-36	-3%	-1	-0.7	-3%	-26%	-6%
Cc1ccc(C)c(OCc2cc(C(=O)NC3CCN(Cc4ccccc4)CC3)no2)c1	nt	7	nt	0%	-4	1.7	-23%	0%	?
CC(C)CC(=O)Nc1nc2nc(-c3ccccc3)cc(=O)n2[nH]1	-1.1	3	nt	-4%	-1	0.9	-9%	17%	2%
COc1ccc(C(C)NC(=O)c2ccoc2C)cc1OC (stereo unspecified)	-0.1	-1	-3	1%	8	-0.5	3%	9%	15%
Cc1cc2ncn(S(=O)(=O)N3CCCCC3)c2cc1C	0.0	-5	-27	-6%	0	-0.5	-10%	11%	-14%
Cc1nc(Nc2nc3c(c(=O)[nH]2)CCC3)nc2ccccc12	nt	nt	nt	0%	2	nt	-4%	4%	5%
Cc1ccccc1OCC(=O)NCC(c1ccco1)N1CCCCC1 (stereo unspecified)	-1.3	0	-15	-1%	-4	-0.1	-16%	1%	16%
CC1=NN(C(=O)Cn2nc([N+](=O)[O-])c(Br)c2C)C(O)(C(F)(F)F)C1 (stereo unspecified)	0.3	5	1	-5%	-1	-0.7	-2%	1%	9%
CCc1ccccc1NS(=O)(=O)c1ccc2c(c1)CCCN2C(=O)C1CCC1	6.7	1	nt	-5%[57.1 µM]	2	0.0	2%	5%	3%[57.1 µM]
COc1ccc(-n2cc(C(=O)Oc3cc(C)cc(C)c3)c3ccccc3c2=O)cc1	1.4	2	nt	2%[57.1 µM]	-2	-0.1	3%	-12%	14%[57.1 µM]
COC(=O)Nc1ccc(S(=O)(=O)N2CCCC(C(=O)O)C2)cc1 (stereo unspecified)	0.8	-5	-14	0%	-2	1.0	-11%	-1%	7%
Cc1cc(=O)oc2cc(OC(C(=O)O)c3ccccc3)ccc12 (stereo unspecified)	-0.8	1	-4	27%[57.1 µM]	0	-0.2	-7%	0%	-4%[57.1 µM]
CCOc1cc(CO)cc(Br)c1OCC(=O)O	nt	nt	nt	-2%	-1	nt	-20%	11%	-7%
O=C(CSc1nnc(-c2ccccn2)o1)Nc1ccccc1Cl	0.2	23	-5	-9%	-2	0.9	-15%	17%	16%[57.1 µM]
COC(=O)c1cc(S(=O)(=O)N2CCN(Cc3ccccc3)CC2)cn1C	-0.4	-2	-7	-3%[57.1 µM]	1	0.2	-17%	15%	0%[57.1 µM]
COC(=O)c1cn(NC(=O)c2ccncc2)c(=O)c2ccccc12	0.0	-6	3	-3%	-2	0.4	-2%	1%	4%
Cc1cccc(C(C(N)=O)c2ncc(C(F)(F)F)cc2Cl)c1 (stereo unspecified)	1.2	-1	16	3%[57.1 µM]	6	-0.3	-14%	5%	19%[57.1 µM]
COc1ccccc1COCC(O)CN1CCCCC1CO (stereo unspecified)	-0.9	10	6	4%	0	-0.8	-17%	8%	12%

12 of the compounds above, bar-delimited:
Structure | D2 agonist | TRHR PAM | D2 antag | TrxR1 substrate | PI4K2A block | TRHR agonist | USP1-UAF1 inh | IDH1 R132H inh | rTrxR1 inhibitor
COC(=O)C(NC(=O)c1ccc(C)cc1)(Nc1cccc(C)n1)C(F)(F)F (stereo unspecified) | 1.0 | -5 | 9 | -9% | 5 | -0.6 | -18% | 3% | -1%[57.1 µM]
COc1ccc(OCC(O)CNS(=O)(=O)c2cccc(Cl)c2)cc1 (stereo unspecified) | -2.9 | 7 | -1 | 2% | 8 | -1.8 | -29% | -10% | 19%
O=C(COc1cccc(F)c1)NNC(=O)Cc1ccc(Br)cc1 | 0.9 | 2 | -36 | -3% | -1 | -0.7 | -3% | -26% | -6%
Cc1ccc(C)c(OCc2cc(C(=O)NC3CCN(Cc4ccccc4)CC3)no2)c1 | nt | 7 | nt | 0% | -4 | 1.7 | -23% | 0% | ?
CC(C)CC(=O)Nc1nc2nc(-c3ccccc3)cc(=O)n2[nH]1 | -1.1 | 3 | nt | -4% | -1 | 0.9 | -9% | 17% | 2%
COc1ccc(C(C)NC(=O)c2ccoc2C)cc1OC (stereo unspecified) | -0.1 | -1 | -3 | 1% | 8 | -0.5 | 3% | 9% | 15%
Cc1cc2ncn(S(=O)(=O)N3CCCCC3)c2cc1C | 0.0 | -5 | -27 | -6% | 0 | -0.5 | -10% | 11% | -14%
Cc1nc(Nc2nc3c(c(=O)[nH]2)CCC3)nc2ccccc12 | nt | nt | nt | 0% | 2 | nt | -4% | 4% | 5%
Cc1ccccc1OCC(=O)NCC(c1ccco1)N1CCCCC1 (stereo unspecified) | -1.3 | 0 | -15 | -1% | -4 | -0.1 | -16% | 1% | 16%
CC1=NN(C(=O)Cn2nc([N+](=O)[O-])c(Br)c2C)C(O)(C(F)(F)F)C1 (stereo unspecified) | 0.3 | 5 | 1 | -5% | -1 | -0.7 | -2% | 1% | 9%
CCc1ccccc1NS(=O)(=O)c1ccc2c(c1)CCCN2C(=O)C1CCC1 | 6.7 | 1 | nt | -5%[57.1 µM] | 2 | 0.0 | 2% | 5% | 3%[57.1 µM]
COc1ccc(-n2cc(C(=O)Oc3cc(C)cc(C)c3)c3ccccc3c2=O)cc1 | 1.4 | 2 | nt | 2%[57.1 µM] | -2 | -0.1 | 3% | -12% | 14%[57.1 µM]

Next section.
SMILES	D2 agonist	TRHR PAM	D2 antag	TrxR1 substrate	PI4K2A block	TRHR agonist	USP1-UAF1 inh	IDH1 R132H inh	rTrxR1 inhibitor
O=C(O)/C=C/c1cn(-c2ccccc2)nc1-c1cc2ccccc2oc1=O	-0.6	-5	-5	-3%	-3	-2.2	-19%	14%	-7%
COC(=O)c1cccc(NC(=S)N2CCN(C)CC2)c1	0.2	-4	-2	-3%[57.1 µM]	4	0.7	-29%	6%	2%[57.1 µM]
CCOC(OCC)c1nc(N)[nH]c(=O)c1CCCCc1ccccc1	nt	nt	nt	-9%[2.29 µM]	-1	nt	5%	-1%	18%[57.1 µM]
O=C1c2ccccc2C(Nc2ccccc2)N1Cc1ccc2c(c1)OCO2 (stereo unspecified)	0.0	1	-6	2%	3	0.1	-21%	6%	25%
